HCV core dimer – blocks dimerization of HCV core protein. TR-FRET GST/Flag-core106 dimerization, 1536-well. inhibition, % at 5 µM. actives 0.33% (n = 300,000);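 active means inhibition above the mean of all tested compounds plus 3 SD, set per screening campaign, cut at about 45% in these data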
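Material: GST/Flag-tagged HCV core106 proteins. Incubation: 4 h, 22.5 °C incubation. Read-out basis: inhibition (%) from 671 over 617 nm ratio. Measured by: TR-FRET, excitation 340 nm, emission 617 and 671 nm.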
PP1 inh – PP1-alpha (human) inhibition in PP5 counter-screen; P62136; actives 0.9% (n = 320,000); purified PP1alpha, OMFP fluorescence; AID 2235; inhibition, % at 6.7 µM;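 active means inhibition above the mean inhibition of all tested compounds plus 3 SD, computed separately for each screening campaign, cut at about 15% in these data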
CTSL1 counter – blocks F. hepatica cathepsin L1 in PFM18AAP counter-screen | recombinant F. hepatica cathepsin L1, Z-Leu-Arg-MCA fluorescence | inhibition, % at 5.96 µM | actives 0.49% (n = 300,000) | AID 1906;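 active means inhibition above the mean of all tested compounds plus 3 SD, set per screening campaign, cut at about 17% in these data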;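 further: 0% = plate median of test compound wells and 100% = 1 µM Z-Phe-Ala-diazomethylketone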
PP5 primary – blocks human protein phosphatase 5 activity; P53041; purified PP5c, OMFP substrate fluorescence; inhibition, % at 6.7 µM; actives 0.18% (n = 320,000);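 active means inhibition above the campaign's mean inhibition across all tested compounds plus 3 SD, cut at about 9.5% in these data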;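 further: 0% = DMSO only and 100% = 100 µM cantharidin control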
TPT1 inhibitor – C. albicans TPT1 enzyme inhibition. recombinant caTPT1, FP RNA substrate dephosphorylation. inhibition, % at 5 µM. actives 0.81% (n = 300,000);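 active means inhibition above the mean of all tested compounds plus 3 SD, set per screening campaign, cut at about 24% in these data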;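 further: plate controls were DMSO alone for no effect and ferristatin control at 100 nM for full effect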
LYPLA2 counter – LYPLA2 (human) inhibition in PME1 counter-screen. O95372. inhibition, % at 5.9 µM. AID 2177. actives 0.38% (n = 320,000). recombinant LYPLA2, FP-Rh probe fluorescence polarization;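 active means inhibition above the screen-wide mean plus 3 SD, limit set per campaign, cut at about 26% in these data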;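 further: 0% = LYPLA2 with DMSO and 100% = wells lacking LYPLA2 enzyme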
Target sequence (O95372 whole entry, looked up): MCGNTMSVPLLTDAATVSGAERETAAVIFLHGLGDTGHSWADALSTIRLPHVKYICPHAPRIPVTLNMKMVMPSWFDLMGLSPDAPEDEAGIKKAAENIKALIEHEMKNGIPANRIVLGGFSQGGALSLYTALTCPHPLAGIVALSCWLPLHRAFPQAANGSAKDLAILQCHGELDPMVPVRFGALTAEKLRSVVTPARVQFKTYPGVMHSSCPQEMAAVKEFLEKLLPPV
Efflux pump mplx – blocks antifungal efflux pumps in multiplex yeast assay; S. cerevisiae Candida pump triplex, Nile Red efflux; inhibition, % at 10 µM; actives 0.44% (n = 330,000); AID 485275;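 active means plate passing quality check with inhibition over a set limit, or well fluorescence over plate mean plus 4 SD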;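 further: Nile Red retained in pooled yeast measured as flow cytometry median fluorescence; 0% = buffer negative control and 100% = Enniatin B positive control; higher means more Nile Red kept so more efflux inhibition; some compounds called inactive have numbers as strong as hits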
JMJD2C inh – inhibitors of human GASC-1 (JMJD2C) demethylase | GST-JMJD2C(1-420) H3K9me3 demethylation, DELFIA europium | actives 0.069% (n = 330,000) | inhibition, % at 2.35 µM | Q9H3R0;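 active means more than half of a compound's replicate wells show inhibition beyond 50%, single wells judged on their own value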;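 further: signal counts dimethyl H3K9 product captured on neutravidin plate; 0% = median of DMSO wells and 100% = 0.3 times that DMSO median; strong numbers were not always called active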
PREPL inhibitor – inhibits the human prolyl oligopeptidase-like enzyme | inhibition, % at 5.96 µM | actives 0.68% (n = 320,000) | AID 2751 | Q4J6C6 | recombinant PREPL, fluorescence polarization activity-based probe; in the data active means inhibition above about 43%;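 further: 0% = enzyme with DMSO and 100% = wells lacking enzyme; many of its hits are not listed in these tables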
Target sequence (Q4J6C6 whole entry, looked up): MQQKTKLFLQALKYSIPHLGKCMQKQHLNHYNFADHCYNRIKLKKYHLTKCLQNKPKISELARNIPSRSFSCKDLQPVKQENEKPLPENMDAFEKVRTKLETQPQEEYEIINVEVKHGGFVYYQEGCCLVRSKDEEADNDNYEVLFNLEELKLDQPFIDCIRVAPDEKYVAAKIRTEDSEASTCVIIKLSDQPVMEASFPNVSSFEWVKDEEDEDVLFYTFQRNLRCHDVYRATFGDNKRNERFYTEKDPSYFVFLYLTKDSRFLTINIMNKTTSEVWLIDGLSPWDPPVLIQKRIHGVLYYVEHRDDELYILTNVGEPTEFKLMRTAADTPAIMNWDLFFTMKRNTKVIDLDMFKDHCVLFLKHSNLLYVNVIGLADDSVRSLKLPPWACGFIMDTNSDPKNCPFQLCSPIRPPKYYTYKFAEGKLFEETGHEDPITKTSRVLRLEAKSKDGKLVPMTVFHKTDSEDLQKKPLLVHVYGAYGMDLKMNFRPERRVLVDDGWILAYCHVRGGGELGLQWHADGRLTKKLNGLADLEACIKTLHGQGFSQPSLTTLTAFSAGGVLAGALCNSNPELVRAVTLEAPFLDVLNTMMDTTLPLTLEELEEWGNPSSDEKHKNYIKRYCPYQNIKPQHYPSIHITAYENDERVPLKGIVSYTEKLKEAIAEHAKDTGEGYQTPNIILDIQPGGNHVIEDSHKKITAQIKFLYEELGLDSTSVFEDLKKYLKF
Starred values were filed as active, the others as inactive; · = not tested or not shown.

SMILES	HCV core dimer	PP1 inh	CTSL1 counter	PP5 primary	TPT1 inhibitor	LYPLA2 counter	Efflux pump mplx	JMJD2C inh	PREPL inhibitor
COc1ccc(Br)cc1S(=O)(=O)Nc1ccc(Cl)cn1	8	0	0	0.0	-2	6	-0.1	4	-10
O=C(NC1CCCCC1)c1cc([N+](=O)[O-])[nH]n1	1	-2	-3	-0.2	1	-1	-0.3	7	3
CCOCCCNS(=O)(=O)c1ccc2c(c1)CCN2C(=O)CC	-8	0	-4	2.6	0	3	0.0	9	0
Fc1ccc(-c2noc(C3CCN(Cc4cccnc4)CC3)n2)cc1	1	1	-2	0.2	-2	15	0.0	4	1
N#Cc1ccccc1Cn1c(-c2cscn2)nc2ccccc21	0	-1	-2	0.1	-2	2	-0.2	5	3
CCCC1C(c2ccccc2)C(C#N)(C#N)C2(C#N)CC1(N)NC2=O (stereo not given)	-1	-3	-4	3.4	-2	4	-0.2	2	-9
C/C(CC(=O)Nc1ccccn1)=N\NC(=O)c1ccc([N+](=O)[O-])cc1Cl	8	-2	0	2.0	3	-1	-0.1	-5	4
CC(Oc1ccc(Cl)cc1Cl)C(=O)NCCN1CCOCC1 (stereo not given)	3	-2	0	-0.5	1	0	0.0	6	3
c1ccc(-c2nc(N3CCCCCC3)c3ccccc3n2)nc1	6	27*	8	0.0	2	3	-0.1	-2	68*
O=C(c1ccco1)N1CCN(c2ccc(S(=O)(=O)N3CCCC3)cc2)CC1	2	5	-4	0.6	-3	7	0.0	0	22
CC(C(=O)NCCc1ccc(Cl)cc1)n1c(=O)c2cccn2c2cccnc21 (stereo not given)	-3	-2	1	-2.2	-4	14	-0.1	15	-56
CCOC(=O)c1cc(-c2ccccc2)sc1NC(=O)CN1C(=O)NC(CC)(c2ccccc2)C1=O (stereo not given)	23	18*	-2	2.5	-2	-16	0.2	5	-1
O=C(CSc1c2c(nc3cc(Cl)ccc13)CCCC2)NCCCN1CCOCC1	6	2	3	2.4	-2	-7	-0.1	2	-2
COc1ccc(-c2n[nH]c(=S)n2-c2ccc3c(c2)OCCO3)cc1OC	3	-3	2	-0.9	-4	3	-0.1	-32	-1
CCn1cc(C(=O)NNC(=O)c2ccc(Cl)cc2)c(=O)c2ccc(C)nc21	-2	4	0	0.1	1	0	0.0	7	-5
CCCN(CC(=O)Nc1cc(C)on1)CC(=O)Nc1ccccc1C	·	1	·	2.2	·	-2	0.4	11	-108
CCOc1ccc(C(=O)OCC(=O)NC2CCCC2)cc1OCC	1	-1	-8	0.5	-2	1	0.0	-3	3
O=C(CCCNC(=O)c1ccc(Cl)cc1)NCc1ccccc1Cl	-9	0	2	0.2	-3	6	0.0	-1	-5
CC1CC(C)CN(C(=O)COC(=O)c2ccc3c(c2)OCO3)C1 (stereo not given)	·	1	·	-1.9	·	-4	0.0	3	7
O=C(NCCCn1ccnc1)c1cccc(Br)c1	7	-1	-5	-2.6	-1	0	-0.1	-5	2
O=C(NCCCN1CCOCC1)c1ccc2c(=O)n(Cc3ccc(Cl)cc3)c(=S)[nH]c2c1	-13	10	3	-2.0	-2	-4	-0.1	21	-27
CCN(Cc1ccncc1)C(=O)CSc1ccc2ccccc2c1	1	-4	0	-2.8	1	-3	0.0	102	4
COc1ccc(CNC(=O)[C@@H](NC(=O)C2CCN(S(=O)(=O)c3ccccc3)CC2)C(C)C)cc1	-6	-1	-3	0.9	-5	-1	0.0	8	5
CCc1c(C)n2nc(C)cc2[nH]c1=O	-2	-3	-3	-0.4	-1	-2	0.0	4	-6
O=C(c1cc2ccccc2cc1O)N1CCCC1	-1	-2	-2	-0.7	2	2	0.1	5	-5
Going on with the list:
SMILES	HCV core dimer	PP1 inh	CTSL1 counter	PP5 primary	TPT1 inhibitor	LYPLA2 counter	Efflux pump mplx	JMJD2C inh	PREPL inhibitor
CCCCn1nnnc1NCc1ccc(C)s1	-2	-2	-2	4.2	0	2	0.5	9	13
CC(C)Nc1c([N+](=O)[O-])c(=O)oc2ccccc12	-4	-6	-4	-2.1	0	5	0.0	15	0
COc1ccc(C(=O)c2ccc(N3CCOCC3)cc2)c(OC)c1	6	-3	2	2.2	-2	2	-0.1	-13	-1
CN1C(=O)Cc2cc(S(=O)(=O)NCc3c(F)cccc3Cl)ccc21	7	2	0	-0.1	2	-9	0.0	4	-7
c1cncc(CSc2ccc(-c3ccc4c(c3)OCO4)nn2)c1	1	-2	-2	0.6	-1	2	-0.1	44	-10
O=c1cc(CO)occ1OCc1cccc(C(F)(F)F)c1	1	-3	-1	-0.4	-1	-4	0.0	-1	0
COC(=O)c1cc(C#N)c(Oc2ccc(OC)cc2)nc1C	-2	-2	-1	1.6	-2	-1	-0.1	-6	-12
CCc1c(C)nc2ncnn2c1Nc1ccc(C(C)=O)cc1	4	-7	1	-1.7	-2	0	0.1	5	0
CC(C)CN(C(=O)COC(=O)CCC(=O)c1ccc(Cl)cc1)c1c(N)n(Cc2ccccc2)c(=O)[nH]c1=O	0	2	-31	0.6	1	7	-0.1	0	-8
CCCCN(C(=O)Cc1cccs1)c1nnc(-c2cccnc2)s1	17	0	2	0.6	-2	7	0.0	-28	-3
O=C(NCc1ccccn1)c1ccc(Cl)c(S(=O)(=O)NCc2ccccc2)c1	·	-3	·	-0.5	·	-3	0.1	·	0
CC(C)c1ccc(S(=O)(=O)N2CCN(C(=O)C3CCCCC3)CC2)cc1	6	2	0	-0.5	-1	7	0.2	-2	9
CS(=O)(=O)C1=NSC2=NC(=O)/C(=C\c3cccn3-c3ccc(Cl)cc3)C(=N)N21	39	4	1	1.6	6	-15	0.0	2	6
COC(=O)c1cn(NC(=O)C2CCC(C(C)(C)C)CC2)c(=O)c2ccccc12 (stereo not given)	-4	-2	-2	0.9	0	10	0.1	·	-3
CCOC(=O)C1=C(N)c2ccccc2CC1C(C)C (stereo not given)	5	-1	2	4.5	4	5	0.0	7	-10
COc1cc(/C=N/NC(=O)Cc2csc(C)n2)ccc1OCC(C)C	-1	-3	6	0.0	2	21	-0.1	14	13
CSCCC(Nc1ccc(S(=O)(=O)N2CCOCC2)cc1[N+](=O)[O-])C(=O)OCC(=O)NCC(C)C (stereo not given)	3	-1	-5	3.0	-2	0	0.1	5	1
O=C(CCn1c(=S)oc2ccccc21)Nc1cccc(O)c1	-4	0	-1	2.2	3	11	0.1	12	12
Cc1c(NC(=O)COC(=O)/C=C/c2ccc(Cl)cc2)c(=O)n(-c2ccccc2)n1C	1	-3	-3	-1.1	1	-8	0.2	2	8
Cc1ccc(N(C(=O)Cc2cccs2)C2C=CS(=O)(=O)C2)cc1Cl (stereo not given)	-1	-2	-1	4.0	2	2	0.0	16	-10
COCCN(C(=O)CSc1nnc(-c2cccc(F)c2)n1N)c1c(N)n(Cc2ccccc2)c(=O)[nH]c1=O	-2	-1	2	-0.2	0	-4	0.2	10	-8
CCCN(CC(=O)Nc1ccccc1OC)C(=O)c1cc(-c2ccccc2)nn1-c1ccccc1	·	10	·	5.3	·	3	0.8	15	8
CC(=O)N(c1ccc2oc(=O)sc2c1)S(=O)(=O)c1cccc2cccnc12	6	-2	3	-1.0	-4	5	-0.3	5	8
COc1cc(/C=C2/NC(=O)N(Cc3ccccc3F)C2=O)ccc1Oc1ccc([N+](=O)[O-])cn1	25	3	4	-1.9	0	62*	-0.2	1	3
Cc1cc(NCCCN2CCOCC2)n2ncc(-c3ccccc3)c2n1	-6	-1	2	3.4	-2	-5	0.0	10	12
New compounds follow.
SMILES	HCV core dimer	PP1 inh	CTSL1 counter	PP5 primary	TPT1 inhibitor	LYPLA2 counter	Efflux pump mplx	JMJD2C inh	PREPL inhibitor
Cc1cccc(C)c1NC(=O)CNCC(=O)N(C)C	3	-1	-2	0.8	0	5	-0.1	-10	1
O=C(Nc1ccc(O)cc1)c1ccc2c(c1)C(=O)N(Cc1ccco1)C2=O	6	-1	0	0.8	0	5	0.0	1	3
CC(C)(C)N(Cc1ccccc1)C(=O)CSc1ncn[nH]1	-2	-2	3	-0.6	-3	9	-0.2	-7	3
CC(C)(C)NC(=O)NC(=O)COC(=O)CCC1CCCC1	1	-1	-14	0.1	-2	-2	0.0	4	12
Cc1ccc(NC(=O)NNC(=O)COc2ccc([N+](=O)[O-])cc2)cc1C	-11	8	4	-1.2	-2	-19	-0.1	-4	10
COc1cccc(C(=O)NCC(=O)OCc2ccc(F)cc2Cl)c1	6	0	-11	-0.1	2	-6	-0.1	7	2
O=C(CSc1ncn[nH]1)N1CCN(S(=O)(=O)c2ccc(Cl)cc2)CC1	-5	-2	-3	1.0	-4	2	-0.2	-4	1
Cn1c(SCC(=O)N2CCCc3ccccc32)nc2cccnc21	-3	0	-3	0.3	1	-4	0.0	2	0
CCNC(=O)CC1C(=O)N(c2ccc(OC)cc2)C(=S)N1CCc1ccncc1 (stereo not given)	2	-3	-4	-1.1	0	1	0.0	-14	-5
CCC(=O)N(CCO)Cc1cc2ccc(C)c(C)c2[nH]c1=O	-1	-3	1	1.9	-2	-2	0.0	0	5
Cn1c2c(c(=O)n(C)c1=O)CN(CCCN1CCOCC1)CN2	2	-3	0	-1.0	-5	2	-0.1	53*	0
Cc1ccc(NC(=S)N2CCC(c3ccccc3)C2)c(Cl)c1 (stereo not given)	-3	-6	-2	3.3	-2	2	0.1	4	13
COc1ccc(C(=O)N2CCN(c3ccc(NC(=O)c4ccco4)cc3)CC2)cc1	-6	-2	-2	-0.2	-1	9	0.1	3	11
COc1ccc(Nc2nc(Nc3ccc(OC)cc3OC)nc(N3CCN(C)CC3)n2)c(OC)c1	-2	2	2	1.9	-2	-3	-3.0	-2	20
CC(C(=O)NCC1CCCO1)N(C(=O)c1snc(C(N)=O)c1N)c1cccc(F)c1 (stereo not given)	-6	-4	-4	-2.0	-4	2	-0.2	-7	-11
Cc1ccc(C(=O)OCn2ncc(Cl)c(Cl)c2=O)cc1	2	-3	-9	-1.6	1	-1	0.1	9	11
COCCNc1nc2nonc2nc1NC(C)c1ccccc1Cl (stereo not given)	-3	-3	5	1.4	4	2	0.2	-14	1
C=C(C)CNC(=O)C1CCC(=O)N(CCCc2ccccc2)C1 (stereo not given)	-4	-3	-3	0.2	1	0	0.0	9	5
CC/C(=C/c1sc2ccc(C)cc2[n+]1CCO)SC	-7	-2	1	0.3	1	5	-0.2	8	9
O=C(CCc1nnc(CCCCc2ccccc2)o1)N1CCN(CCO)CC1	-6	1	-4	1.0	-3	6	0.1	1	13
O=C(NCC1c2ccccc2CCN1C(=O)CN1CCOCC1)C1CCCCC1 (stereo not given)	0	3	5	1.3	-3	4	-0.1	1	30
Cc1ccc(NC(=O)/C(=C/c2cccs2)NC(=O)c2ccco2)c(C)c1	-19	7	10	0.1	3	-2	0.0	-9	3
O=C(CCC(=O)N1CCN(c2ccc(O)cc2)CC1)c1ccc(Br)cc1	-7	1	-7	-0.3	-1	4	-0.1	-9	20
CC1(C)Cc2c(sc3nc(SCC(=O)O)[nH]c(=O)c23)CO1	0	-4	7	-0.7	-1	-1	0.0	3	4

Not all compounds are listed; count on the stated rates, not on these rows.
